Source: PubChem BioAssay (NMMLSC)
T cell HTS: modulates CD8 T cell binding to vesicles | 2C CD8+ T cell-vesicle binding, flow cytometry; active compounds read low | calls only at 7 µM | 330,000 compounds, 0.068% hits | AID 2052;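 active = response, share of CD8 T cells binding vesicles, and their 90th percentile fluorescence all below set limits, cut at about 80% in these data, passing the limit was not always enough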
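incubation = binding step 1.5 h, 37 °C, antibody labelling 20 min, ice | test system = 2C mouse CD8+ T cells | read-out basis = percent CD8+ FL2 mean versus row control | controls = Peptide-free naked vesicles (low) and QL9 vesicles with 0.7% DMSO vehicle (high) | detection = flow cytometry of vesicle-bound cells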
Myeloid diff MLP: compounds promoting myeloid differentiation; AID 624256; calls only at 10 µM; ER-HoxA9 myeloid progenitors, lysozyme-GFP differentiation, flow cytometry; 360,000 compounds, 1% hits;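 active = normalized GFP-positive differentiation at or above the plate's own cutoff, the solvent-only control mean plus 3 SD; inconclusive = no clear call, values can overlap the other calls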;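 note: cells exposed to compound for four days before flow analysis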
T cell HTS vesicle-bound %: recorded beside T cell HTS, whose call it bears; double positive events, %; measured here: CD8+ vesicle-bound cell fraction;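 binding gate set so that unloaded-vesicle control wells show 10% double positive cells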
Myeloid diff MLP GFP+ MAC1+ %: second read-out of Myeloid diff MLP, no call of its own (marks repeat the call); GFP+ MAC1+ double positive, %; measured here: differentiation confirmed by MAC1 staining
Starred values were filed as active, the others as inactive; i = inactive; ? = inconclusive; · = not tested or not shown; + = active, no number. The list is partial; count on the stated rates, not on these rows.

mol	T cell HTS	T cell HTS vesicle-bound %	Myeloid diff MLP	Myeloid diff MLP GFP+ MAC1+ %
COc1ccc(C(=O)Nc2cc(Cl)ccc2-n2cncn2)c(OC)c1OC	i	46	i	0.4
Cc1cc2c(s1)c1cnn(-c3ccccc3)c(=O)c1n2C	i	6	i	0.5
CCOc1ncccc1C(=O)OCC(=O)NCc1ccc(C(=O)OC)cc1	i	43	i	1.1
CC(Oc1cccc(Br)c1)C(=O)NNC(=O)c1ccccn1 (configuration not stated)	i	55	+	7.1*
Cc1cc(C)c(NC(=O)CNC(=O)COC(=O)CNC(=O)c2ccc(Cl)cc2Cl)c(C)c1	i	25	i	0.6
O=C(NCCc1c[nH]c2ccccc12)c1ccc(Br)o1	i	34	i	0.5
Cc1cccc(C(C)C)c1NC(=O)CSc1ncnc2[nH]ncc12	i	54	i	1.4
CSc1ncccc1C(=O)NCC(c1ccco1)N1CCCCC1 (configuration not stated)	i	29	i	0.4
CCN(C[C@H]1N[C@@](C)(C(=O)OC)[C@H]2C(=O)N(Cc3ccccc3)C(=O)[C@@H]12)C(=O)Nc1ccc(OC)cc1	i	14	?	·
COc1cc(OC)cc(-c2c(-c3cccs3)c3cc(-c4ccc(C(N)=O)cc4)ccc3n2C)c1	i	16	i	1.7
O=S(=O)(Nc1ccc(-c2ccc3nncn3n2)cc1)c1ccc(Cl)s1	i	42	i	1.1
CC(C)C[C@H](NC(=O)c1nc[nH]c1C(=O)N1CCNCC1)C(=O)OC(C)(C)C	i	54	i	3.1
Cn1nnnc1SCC(=O)Nc1cc(S(=O)(=O)N2CCCCC2)ccc1Cl	i	40	i	1.1
COc1ccccc1CNC(=O)CSC(=S)N1CCCC1	i	42	i	1.3
Cc1ccc(C(=O)OCC(=O)NCc2ccc3c(c2)OCO3)o1	i	39	i	0.7
Cc1ccccc1/C=C/C1=NCCN1	i	22	i	1.5
Cc1ccc(S(=O)(=O)N2[C@@H](c3ccc(F)cc3)C(C(=O)O)=CC[C@H]2c2cccc(Cl)c2)cc1	i	35	i	1.6
CCCC(C(=O)Nc1ccc(S(=O)(=O)N2CCCC2)cc1)c1ccccc1 (configuration not stated)	i	17	i	2.0
O=C(COC(=O)[C@@H]1CC(O)CN1S(=O)(=O)c1ccc2c(c1)OCCO2)Nc1cc(F)ccc1F (some centres not stated)	i	53	i	0.3
CCN(CC(=O)Nc1ccc(NC(C)=O)cc1)C(=O)C1CC(=O)N(CCc2ccc(OC)c(OC)c2)C1 (configuration not stated)	i	28	i	0.8
CCC(NC(=O)C(C)NC)C(=O)N1CCCC1C(=O)NC1CCCc2ccccc21 (configuration not stated)	i	19	i	0.3
CSCCC(NC(=O)c1ccccc1Br)C(=O)N1CCN(C(C)=O)CC1 (configuration not stated)	i	54	i	0.7
Cc1nn(CC(=O)NC(=O)NC2CCCC(C)C2C)c(=O)c(C#N)c1C (configuration not stated)	i	37	i	1.0
Cc1ccc(NC(=O)COC(=O)C2CCN(c3ccc(C(F)(F)F)cn3)CC2)cc1	i	42	i	0.5
CCOc1ccc(C(=O)C(C)OC(=O)CN2C(=O)NC(C)(C)C2=O)cc1 (configuration not stated)	i	10	i	1.0
CC1Cc2ccccc2N1C(=O)CSc1nncs1 (configuration not stated)	i	34	i	0.8
O=C(OCC(=O)N1CCN(c2ccccc2)CC1)c1ccccc1[N+](=O)[O-]	i	41	i	0.5
O=C(COC(=O)/C=C/c1ccccc1)Nc1ccc2c(c1)OCCO2	i	44	i	1.2
CC(C)N(Cc1ccccc1)C(=O)COC(=O)c1ccc2ncsc2c1	i	48	i	0.2
O=[N+]([O-])c1cccc(S(=O)(=O)Nc2ccc(-c3ccc(N4CCOCC4)nn3)cc2)c1	i	37	i	0.5
O=C(CCC(=O)c1cccs1)NNC(=O)c1ccccc1O	i	10	i	0.7
CC1(C)CC(=O)C=C(c2cccc3c2sc2ccccc23)C1	i	21	i	1.6
COC(=O)c1ccccc1S(=O)(=O)N1CCC(C(=O)NCc2ccco2)CC1	i	8	i	1.1
O=C(CNC(=O)c1ccc(F)cc1)NCc1ccccn1	i	27	i	1.0
C#CCOCCOCCOCCNc1nc(N2CCN(C(=O)Cn3cc(CCCCN)nn3)CC2)nc(N2CCN(C(=O)[C@H](CCCCN)n3cc(CCC(=O)O)nn3)CC2)n1	i	10	i	0.2
COc1ccc(NC(=O)CN(C)C(=O)c2ccc3[nH]c4c(c3c2)CC(C)CC4)cc1 (configuration not stated)	i	59	i	0.7
COc1ccc(C(=O)NCCS(=O)(=O)N2CCc3ccccc3C2)cc1	i	52	i	0.7
CCC(CO)Oc1cc(NCc2ccccc2O)c2ncn(C(C)C)c2c1 (configuration not stated)	i	10	i	0.5
Cc1cc(C(=O)COc2ccc(Br)cc2F)c(C)n1C1CC1	i	33	i	0.8
COc1ccc(OC)c(S(=O)(=O)NCC(c2ccco2)S(=O)(=O)c2ccccc2)c1 (configuration not stated)	i	58	i	0.8
CCCc1cc(=O)[nH]c(SCC(=O)N2c3ccccc3CC2C)n1 (configuration not stated)	i	32	i	1.0
COc1ccc(CC(=O)Nc2ccc(F)c(Cl)c2)cc1S(=O)(=O)N1CCOCC1	i	6	i	1.2
O=C(COC(=O)c1ccc([N+](=O)[O-])o1)Nc1ccc(Br)cc1F	i	54	i	0.2
COCC(=O)Nc1ccc(N2CCCC2)c(S(=O)(=O)Nc2ccccc2OC)c1	i	34	i	1.0
O=C(OCC(=O)N1CCN(c2ccccc2)CC1)c1ccc(Cl)nc1	i	32	i	0.2
CCOc1ccc(CCNC(=O)COC(=O)c2ccc(S(=O)(=O)N3CCCC3)cc2)cc1OCC	i	25	i	0.6
COc1ccc(NS(=O)(=O)c2cccc(C(=O)NCCCn3ccnc3)c2)cc1	i	30	i	0.4
O=C(OCC(=O)c1ccc[nH]1)c1ccc(Cl)nc1	i	30	i	1.7
CSCCC(NC(=O)c1ccccc1Cl)C(=O)NNC(=O)c1ccccc1O (configuration not stated)	i	48	i	0.7
CN(C(=O)c1ccc(NC(=O)C2CCCN(C(=O)OC(C)(C)C)C2)cc1)C1CCCC1 (configuration not stated)	i	40	i	2.3
O=C(NCC(c1ccco1)N1CCN(c2ccc(F)cc2)CC1)C1CCCCC1 (configuration not stated)	i	25	i	1.3
CCCCn1c(=NC(C)=O)c(C#N)cc2c(=O)n3cccc(C)c3nc21	i	21	i	0.2
COc1ccc(NC(=O)N(C)C[C@H]2Oc3c(NS(=O)(=O)c4cccs4)cccc3C(=O)N([C@H](C)CO)C[C@@H]2C)cc1	i	18	i	0.2
COc1ccc(C(CNC(=O)COc2ccccc2C)N2CCOCC2)cc1 (configuration not stated)	i	49	i	1.2
CCOC(=O)C1CCCN(C(=O)c2cccc(S(=O)(=O)N(Cc3ccccc3)c3ccccc3OC)c2)C1 (configuration not stated)	i	44	i	0.8
NC(=O)CSc1ccc(S(=O)(=O)N2CCCCC2)cn1	i	34	i	1.3
COCCCN(C(=O)Cc1csc(-c2cccc(Cl)c2)n1)c1c(N)n(Cc2ccccc2)c(=O)[nH]c1=O	i	8	i	0.5
Cc1cc(C(=O)COC(=O)Cc2ccc(Cl)cc2)c(C)n1C	i	36	i	0.6
COc1ccccc1OCCNC(=O)C1CC(=O)N(c2cccc(SC)c2)C1 (configuration not stated)	i	6	i	0.5
c1ccc(Oc2cccc(Oc3ccccc3)n2)cc1	i	33	i	0.4

Results in T cell HTS vesicle-bound %, T cell HTS and Myeloid diff MLP, for 2 of the compounds above:
SMILES	T cell HTS vesicle-bound %	T cell HTS	Myeloid diff MLP
COCC(=O)Nc1ccc(N2CCCC2)c(S(=O)(=O)Nc2ccccc2OC)c1	34	i	i
COc1ccccc1CNC(=O)CSC(=S)N1CCCC1	42	i	i

Nothing new here: an excerpt of the list.
mol	T cell HTS	T cell HTS vesicle-bound %	Myeloid diff MLP	Myeloid diff MLP GFP+ MAC1+ %
O=C(OCC(=O)c1ccc[nH]1)c1ccc(Cl)nc1	i	30	i	1.7
CSCCC(NC(=O)c1ccccc1Cl)C(=O)NNC(=O)c1ccccc1O (configuration not stated)	i	48	i	0.7
CN(C(=O)c1ccc(NC(=O)C2CCCN(C(=O)OC(C)(C)C)C2)cc1)C1CCCC1 (configuration not stated)	i	40	i	2.3
O=C(NCC(c1ccco1)N1CCN(c2ccc(F)cc2)CC1)C1CCCCC1 (configuration not stated)	i	25	i	1.3
CCCCn1c(=NC(C)=O)c(C#N)cc2c(=O)n3cccc(C)c3nc21	i	21	i	0.2
COc1ccc(NC(=O)N(C)C[C@H]2Oc3c(NS(=O)(=O)c4cccs4)cccc3C(=O)N([C@H](C)CO)C[C@@H]2C)cc1	i	18	i	0.2
COc1ccc(C(CNC(=O)COc2ccccc2C)N2CCOCC2)cc1 (configuration not stated)	i	49	i	1.2

Single values from the entries so far.
Value for `c1ccc(Oc2cccc(Oc3ccccc3)n2)cc1` in T cell HTS vesicle-bound %: 33
Value for `CCOC(=O)C1CCCN(C(=O)c2cccc(S(=O)(=O)N(Cc3ccccc3)c3ccccc3OC)c2)C1` (configuration not stated) in Myeloid diff MLP GFP+ MAC1+ %: 0.8

The list goes on:
mol	T cell HTS	T cell HTS vesicle-bound %	Myeloid diff MLP	Myeloid diff MLP GFP+ MAC1+ %
COc1ccc(S(=O)(=O)N2CCOCC2)cc1C(=O)N(C)Cc1ccco1	i	42	i	0.6
CC(C)CN1C(=O)C(=O)N(CC(=O)N(C)CC(=O)Nc2ccc(Cl)c(C(F)(F)F)c2)C1=O	i	26	i	1.0
CN(C)CC/C=C1\c2cc(Cl)ccc2Sc2cc(F)c(F)cc21	i	56	i	0.6
Cc1ccc(NC(=O)C2CCCCC2)cc1C	i	24	i	2.0
COc1ccccc1NC(=O)c1ccc(NC(=O)c2ccc(=O)[nH]c2)cc1	i	40	i	1.0
COc1cccc(C(=O)Nc2cc(C(=O)NCc3ccc(C)cc3)ccc2N2CCC3(CC2)CC(c2cccc(Br)c2)=NO3)c1	i	39	i	0.5
CC1CCCC(NC(=O)CN2C(=O)NC(C)(c3cc(F)ccc3F)C2=O)C1C (configuration not stated)	i	40	i	0.7
CCCCC(CC)CN=C(N)NC(N)=NCCCCCCN=C(N)NC(N)=NCC(CC)CCCC (configuration not stated)	i	22	?	·
Clc1ccccc1-c1ccc2ncnc(NCc3cccs3)c2c1	i	10	i	1.8
Cc1cc(C)c(C(=O)COC(=O)CN2C(=O)NC3(CCCC3)C2=O)cc1C	i	18	i	1.5
CC(Oc1ccccc1)C(=O)N1CCC2(CC1)CC(=O)c1ccccc1O2 (configuration not stated)	i	29	i	0.5
O=c1cc(-c2ccccc2O)nc(-c2ccccc2)[nH]1	i	32	i	0.8
C=C[C@@H]1c2cc(C)ccc2N(S(=O)(=O)c2ccc(C)cc2)[C@H](c2ccccc2)C1(C#N)C#N	i	15	i	1.7
COc1ccc(CC(=O)OCCc2cc3cc(OC)c(OC)cc3c(=O)o2)cc1	i	30	i	3.0
Cc1cc(C)c(C)c(S(=O)(=O)N2CCC(C(=O)NCCCN3CCOCC3)CC2)c1C	i	52	i	2.0
COc1ccccc1N(C)S(=O)(=O)c1ccc(C(=O)Nc2nc(C)c(C(C)=O)s2)cc1	i	22	i	0.7
CCCc1cc(=O)[nH]c(SCC(=O)c2c(N)n(C3CC3)c(=O)[nH]c2=O)n1	i	41	i	0.6
Cc1[nH]c(SCC(=O)Nc2cc(C(N)=O)cc(C(N)=O)c2)nc1Cc1ccccc1	i	19	i	1.3
CC1CCC2(CC1)NC(=O)N(CC(=O)NCCc1ccc(F)cc1)C2=O (configuration not stated)	i	41	i	0.6
Cc1c(Cl)cccc1NC(=O)CNC(=O)C1CCN(C(=O)Nc2ccccc2)CC1	i	31	i	0.6
Nc1c(Cl)cc(C2=NCCn3nc4ccccc4c32)cc1Cl	i	17	i	1.7
CC(C)(C)CN1CCNC[C@H]1Cc1cccc2ccccc12	i	45	i	2.7
O=C1CC(C(=O)N2CCN(c3ccccc3Cl)CC2)CN1Cc1ccccc1 (configuration not stated)	i	11	i	0.3
CCOC(=O)c1cc2c(=O)n3ccccc3nc2n(C)c1=NC(=O)c1c(-c2c(F)cccc2Cl)noc1C	i	29	i	0.1
COc1ccc(OCC(=O)N2c3ccccc3CC2C)c([N+](=O)[O-])c1 (configuration not stated)	i	47	i	0.8
O=c1oc(CCCO)cc2ccccc12	i	22	i	0.5
COc1ccc(CNC(=O)C(=O)NCCC2CCCCN2S(=O)(=O)c2cccs2)cc1 (configuration not stated)	i	48	i	1.2
COc1ccccc1CNC(=O)CN(C)CC(=O)Nc1ccc(F)c(F)c1F	i	33	i	0.5
Cc1ccc(S(=O)(=O)N2CCCCC2)cc1NC(=O)C1CCC1	i	42	i	1.1
CCOC(=O)[C@H]1[C@H]2COc3ccc(OC)cc3[C@@H]2N2C(=O)c3ccc(C)cc3NC(=O)[C@@]12C	i	22	i	0.4
CC(NC(=O)CNC(=O)c1sc2ccccc2c1Cl)c1ccc(S(N)(=O)=O)cc1 (configuration not stated)	i	16	i	0.7
O=C(COC(=O)c1ccc(Br)o1)c1ccc(S(=O)(=O)N2CCCCC2)cc1	i	39	i	0.6
